Screens from PubChem.
INS-1E GSIS act: GLuc luminescence reporter in INS-1E cells, primary screen for activators of glucose-dependent secretion of insulin. AID 743287, 2014. activation, % at 16.6 µM. actives 0.61% (n = 370,000). INS-1E GLuc reporter insulin secretion, 2-3 h;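 active = lowest replicate activation of at least 40%, so every replicate reaches that level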;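 note: 0% = median of neutral control wells and 100% = median of IBMX positive control wells; some compounds called inactive have numbers as strong as hits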
PGC1a acetyl inh: inhibitors of PGC1a acetylation signal, primary screen, cell-based, U2OS, AlphaScreen, inhibitor mode. AlphaScreen anti-acetyl-lysine; with virally co-expressed GCN5 acetyltransferase. inhibition, % at 15.6 µM. actives 0.17% (n = 350,000). AID 651687, 2012;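 active = every replicate shows inhibition of at least 40%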;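 note: 0% = neutral control wells and 100% = positive control wells; some results beyond the cut were filed as inactive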
miR-122 sensor: miR-122 Renilla sensor signal increase in Huh7, primary screen, miR-122 inhibitor project, cell-based, single point, plate reader; Huh7 miR-122 Renilla luciferase sensor, 48 h; neutral wells = 0, positive control = 100; AID 602342, 2012; actives 0.3% (n = 340,000); activation (reporter increase), % at 12.5 µM;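 active = mean replicate activation score at least 90 and every replicate individually at or above 90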;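 note: higher luciferase means less miR-122 activity so hits act as miR-122 inhibitors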
FN deposition inh: inhibitors of fibronectin matrix deposition, primary screen, AH1F cells, Alexa488-fibronectin fluorescence, plate reader | AH1F fibroblasts, overnight | inhibition, % at 12.6 µM | actives 0.086% (n = 350,000);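 active = mean inhibition across replicates of 30% or more, regardless of how many single replicates reach that level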;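 note: positive control wells lacked labelled fibronectin entirely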
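material = AH1F fibroblast monolayer depositing Alexa488-labelled fibronectin into matrix | amount = 10000 AH1F cells/well | buffer or medium = DMEM plus 2% serum, read in PBS | incubation = 1 h cell adhesion before compound, then overnight fibronectin incubation | detection = fluorescence at 485 nm excitation, 525 nm emission | evaluation = percent inhibition as loss of matrix-bound fibronectin fluorescence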
Cneo AK release: Cryptococcus neoformans cell lysis inducers, primary screen, AK release luminescence, single concentration. C. neoformans lysis, adenylate kinase release luminescence, 4 h; normalised: neutral wells 0, clomiphene wells 100. lysis activity, % at 15 µM. actives 0.2% (n = 360,000). AID 651654, 2012;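 active = mean lysis activity across replicates of at least 80%, whatever share of replicates individually reach that level; inactive = mean lysis activity below 80%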
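Assay system: Cryptococcus neoformans yeast cells / Dosing: single-point compound dose / Timing: 4 h at 37 °C static, read 1 h later / Measured by: luminescence of released adenylate kinase using an AK detection reagent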
F508del corr: F508del CFTR correction, initial screen, CFBE line, single point; CFBE cells, YFP halide quenching; stimulated with forskolin plus potentiator P3; % fluorescence drop versus neutral controls; activity (quench increase), % at 7.58 µM; actives 0.36% (n = 350,000);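 active = mean added fluorescence quench of at least 8% versus neutral control, with both replicates also reaching 8%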;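 note: cells transiently co-express mutant CFTR-F508del with the halide-sensitive YFP; corrector assay measuring rescue of mutant channel to the surface after 24 h compound exposure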
Statin myotox sup: suppressors of statin myotoxicity in C2C12 myotubes, primary screen, cell-based, single point, plate reader; actives 0.78% (n = 330,000); C2C12 myotubes + simvastatin, ATP luminescence, 48 h; scaled: DMSO 0, geranylgeraniol control 100; rescue of ATP level, % at 7.49 µM; AID 602340, 2012;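 active = mean ATP rescue above about 67%, or every replicate alone reaching that limit, limit read from the data, passing the limit was not always enough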;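 note: myotubes were challenged with 10 µM simvastatin during compound exposure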
PglD DTNB: C. jejuni PglD acetyltransferase inhibitors, primary screen, biochemical, DTNB colorimetric, single point; UDP-N-acetylbacillosamine N-acetyltransferase PglD (Campylobacter jejuni); purified PglD enzyme, DTNB colorimetric CoA detection; inhibition, % at 12.5 µM; actives 0.098% (n = 360,000); AID 602405, 2012; in the data active = inhibition above about 16%, passing the limit was not always enough; note: strong numbers were not always called active
Numbers without * were called inactive; x = no result given; & = joins results of further samples; [ ] = another dose, or the depositor's remark.

SMILES | INS-1E GSIS act | PGC1a acetyl inh | miR-122 sensor | FN deposition inh | Cneo AK release | F508del corr | Statin myotox sup | PglD DTNB
C=CCn1c(=NC(=O)c2cc(Cl)sc2Cl)sc2cc(S(N)(=O)=O)ccc21 | 44* | 15 | -1 | 5 | -3 | x | x | 18
Cc1noc(C)c1COC(=O)CCc1nc2ccccc2c(=O)[nH]1 | x | 1 | 16 | -3 | 1 | x | -8 | -2
N#C/C(=C\c1ccccn1)c1nc2ccccc2s1 | 7 | 3 | 6 | -9 | -2 | 41* | 25 | -3
CC(=O)Nc1ccc(N2C(=O)c3cccc(NC(C)=O)c3C2=O)cc1 | 2 | 1 | -9 | -17 | x | x | 5 | x
C[C@H]1CN([C@@H](C)CO)C(=O)c2cc(C3=CCCC3)cnc2O[C@@H]1CN(C)C(=O)Nc1ccc(C(F)(F)F)cc1 | -16 | 5 | -3[16.7 µM] | 5 | 3 | 1.9 | -20 | -4
COc1ccc2c(c1)[nH]c1c(=O)n(CCN3CCCC3)cnc12 | x | 1 | -3 | x | -1 | x | 8 | -5
CCNC(=O)C[C@H]1CC[C@H](NC(=O)NC2CCCCC2)[C@@H](CO)O1 | -6 | -7 | x | -3 | 107* | 2.8 | -6 | 1
Cc1oc(-c2ccc(Cl)cc2)nc1CN1CCCC(C(=O)N2CCN(C(=O)c3ccco3)CC2)C1 (stereo unspecified) | 6 | 12 | -13 | 0 | 0 | -0.7 | -6 | -1
COc1ccc(NC(=O)c2ccc(S(=O)(=O)N3CC(C)OC(C)C3)cc2)cc1 (stereo unspecified) | -7 | -1 | x | 6 | x | -2.4 | -2 | x
CN1C(CC(=O)c2ccccc2)CCCC1CC(O)c1ccccc1 (stereo unspecified) | -12 | 4 | -3 | x | 2 | 1.7 | -8 | 2
CCCCS(=O)(=O)N1CCCC(C(=O)NCC2CCCO2)C1 (stereo unspecified) | 5 | x | -5 | -10 | -1 | -1.8 | 16 | 3
Cc1cc(NC(=O)CCC(=O)N(CC(=O)NC2CCCC2)c2ccc(F)c(Cl)c2)no1 | 10 | 0 | -13 | -6 | 2 | -1.6 | 8 | -3
CC(C)c1ccc(NC2CCCN(C(=O)c3ccc(N4CCOCC4)cc3)C2)cc1 (stereo unspecified) | -27 | 1 | -7 | 10 | 2 | -4.6 | x | 0
C[C@@H]1CN([C@@H](C)CO)C(=O)c2cc(NC(=O)Cc3ccccc3)ccc2O[C@@H](C)CCCCO[C@@H]1CN(C)C | -2 | 15 | -5[16.7 µM] | x | 43 | -1.4 | 3 | -3
COc1ccc(S(=O)(=O)Nc2ccc3c(c2)C(=O)N([C@H](C)CO)C[C@H](C)[C@@H](CN(C)S(=O)(=O)c2cccs2)OCCCC[C@@H](C)O3)cc1 | 11 | -8 | -5[16.7 µM] | -1 | -1 | 1.2 | -57 | -2
CCc1ccccc1NC(=S)N(Cc1ccc(C(=O)O)cc1)Cc1ccc(OC)c(OC)c1 | 0 | -2 | -4 | -7 | 1 | -1.0 | 8 | -2
COc1ccc(NC(=O)C(=O)NCC2CCCN2S(=O)(=O)c2cc(C)ccc2C)cc1 (stereo unspecified) | -28 | -2 | 44 | 19 | 1 | 7.7 | 11 | 2
O=C(CSc1nnc(COc2ccc(Cl)cc2)n1Cc1ccco1)c1ccccc1F | -26 | -1 | -1 | x | -5 | x | -21 | -2
C[C@@H]1CN([C@@H](C)CO)C(=O)c2cc(NC(=O)C3CCCCC3)ccc2O[C@H]1CN(C)Cc1ccc2c(c1)OCO2 | 8 | 5 | 2[16.7 µM] | 1 | 42 | -0.4 | -2 | 3
CCOC(=O)C1(CCOC)CCN(Cc2cccc(OCc3ccccc3)c2)CC1 | -8 | -8 | -3 | 0 | -1 | -5.1 | -2 | 2
COCC(=O)N1C[C@H](C)[C@@H](OC)CN(C)C(=O)c2cc(NC(=O)c3ccc(OC)cc3)ccc2OC[C@H]1C | 8 | -6 | 3[16.7 µM] | 6 | 2 | -0.2 | 9 | -1
O=C(C1CCCN(S(=O)(=O)c2cccc3cccnc23)C1)N1CCc2ccccc21 (stereo unspecified) | 2 | x | x | 11 | 2 | -2.0 | 6 | 2
CC=Cc1ccc2n(c1=O)C[C@@H]1[C@@H](CO)[C@H](C(=O)NCc3ccccc3F)N(S(C)(=O)=O)[C@H]21 (mixture of isomers) | 13 | x | 4[16.7 µM] | x | -4 | 0.2 | -19 | 0
Cc1nc(-c2ccc(NC(=O)c3cccs3)cc2)cs1 | x | -5 | -3 | -9 | -5 | x | -104 | -5
CN=C(C[N+](=O)[O-])NCCSCc1ccc(CN(C)C)o1 | 11 | -2 | 1 | -2 | 0 | -1.0 | -2 | -5

Five structures already listed, sorted by number of heavy atoms, high to low.
SMILES | INS-1E GSIS act | PGC1a acetyl inh | miR-122 sensor | FN deposition inh | Cneo AK release | F508del corr | Statin myotox sup | PglD DTNB
C[C@@H]1CN([C@@H](C)CO)C(=O)c2cc(NC(=O)C3CCCCC3)ccc2O[C@H]1CN(C)Cc1ccc2c(c1)OCO2 | 8 | 5 | 2[16.7 µM] | 1 | 42 | -0.4 | -2 | 3
C[C@H]1CN([C@@H](C)CO)C(=O)c2cc(C3=CCCC3)cnc2O[C@@H]1CN(C)C(=O)Nc1ccc(C(F)(F)F)cc1 | -16 | 5 | -3[16.7 µM] | 5 | 3 | 1.9 | -20 | -4
Cc1oc(-c2ccc(Cl)cc2)nc1CN1CCCC(C(=O)N2CCN(C(=O)c3ccco3)CC2)C1 (stereo unspecified) | 6 | 12 | -13 | 0 | 0 | -0.7 | -6 | -1
COc1ccc(NC(=O)C(=O)NCC2CCCN2S(=O)(=O)c2cc(C)ccc2C)cc1 (stereo unspecified) | -28 | -2 | 44 | 19 | 1 | 7.7 | 11 | 2
N#C/C(=C\c1ccccn1)c1nc2ccccc2s1 | 7 | 3 | 6 | -9 | -2 | 41* | 25 | -3

The listing continues:
SMILES | INS-1E GSIS act | PGC1a acetyl inh | miR-122 sensor | FN deposition inh | Cneo AK release | F508del corr | Statin myotox sup | PglD DTNB
C[C@@H]1CN([C@@H](C)CO)C(=O)c2cc(NS(=O)(=O)c3ccccc3)ccc2O[C@@H]1CN(C)C(=O)Nc1ccc(F)cc1 | -4 | 3 | 2[16.7 µM] | x | 51 | 0.6 | 25 | 1
CC(/C=C/c1ccc(N(C)C)cc1)=N/N=C1/NC(=O)CC(C(=O)Nc2ccc(Cl)cc2)S1 (stereo unspecified) | x | 26 | -4 | -15 | -5 | x | x | -9
Cc1cc(C(=O)Nc2cccc3c2O[C@@H](CN(C)CC2CC2)[C@@H](C)CN([C@@H](C)CO)C3=O)n(C)n1 | 11 | -1 | 9[16.7 µM] | x | -3 | -0.2 | -5 | 7
COc1ccc(S(=O)(=O)Nc2ccc3c(c2)OCCO3)cc1OC | 44 | 10 | 87 | 6 | -3 | -1.4 | 1 | 3
Cc1ccc(N2CC(C(=O)N3CCN(c4ccccn4)CC3)CC2=O)cc1 (stereo unspecified) | -4 | -1 | -5 | 4 | 4 | -0.8 | 1 | 1
COc1cc([N+](=O)[O-])ccc1NC(=O)CCCOc1cccc(C)c1 | x | -13 | 0 | 0 | 0 | x | 0 | 0
CC(C)CC(=O)N1CCC(O)(CS(=O)(=O)c2ccc(Cl)c(Cl)c2)CC1 | 9 | -8 | -3 | -6 | 0 | -0.9 | -4 | 1
COc1ccc(S(=O)(=O)N(C)C[C@H]2Oc3ccc(NC(=O)NC4CCCCC4)cc3C(=O)N([C@@H](C)CO)C[C@H]2C)cc1 | x | -4 | 50[16.7 µM] | -5 | 5 | 0.4 | -47 | -1
Cc1noc(C)c1NC(=O)N(C)C[C@@H]1OCc2cn(nn2)CCCC(=O)N([C@H](C)CO)C[C@H]1C | -7&9 | 5&-10 | 3 | -1&11 | -1&-4 | -4.8&-0.6 | 5&21 | 5&3
O=C(C1=C[C@@H](C2CC2)C[C@@H](OCCCCO)O1)N1CCN(Cc2ccc3c(c2)OCO3)CC1 | -2 | 3&19 | 46 | 9 | -4&1 | -2.2&-3.0 | -7 | -1&1
CO/N=C/c1ccc(N2CCN(C(=O)c3cccc(C(F)(F)F)c3)CC2)c([N+](=O)[O-])c1 | -12 | -16 | -13 | 2 | x | x | 6 | -9
COc1cc2c(cc1OC)C(c1ccc(-c3ccccc3Cl)o1)=NCC2 | -35 | 16 | -3 | x | x | 6.3 | -77 | x
O=C(O)CCCn1cc(NC(=O)c2sc3ccccc3c2Cl)cn1 | 10 | 6 | -7 | 3 | 3 | 1.1 | -14 | -2
O=C(C[C@H]1C[C@H]2c3cc(NC(=O)c4ccc5c(c4)OCO5)ccc3O[C@H]2[C@@H](CO)O1)NCc1cc(F)ccc1F | 18 | -2 | 0[16.7 µM] | x | 1 | 1.5 | 5 | -1
C=CCn1c(=O)c2ccccc2n2c(SCC(C)=O)nnc12 | 16 | 7 | -6 | 2 | 7 | 0.8 | -29 | 3
CCOc1ccc(S(=O)(=O)N2CCCC(C(=O)NCc3ccncc3)C2)cc1C (stereo unspecified) | -5 | -1 | -2 | 0 | -1 | 1.2 | 3 | 2
Cc1ccc(CNS(=O)(=O)c2c(C(=O)N3CCCCC3)c(C)n(C)c2C)o1 | 12 | -2 | 20 | -3 | 2 | 0.9 | 8 | 5
CCn1ncc(NC(=S)NCCc2ccccc2)c1C(N)=O | -5 | 3 | x | -8 | x | 1.0 | x | x
CC(=O)NCCNC(=O)C1(C)Cc2c(-c3cccc(C(F)(F)F)c3)ccnc2O1 (stereo unspecified) | 10 | 15 | -3 | 4 | 2 | 2.7 | 2 | 4
CCSc1n[nH]c(=O)[nH]c1=O | 13 | 10 | 3 | -8 | -2 | x | 5 | 0
COc1ccc(SCCN2CCN(CC(C)C)CCC2=O)cc1 | x | 3 | 11 | 0 | 1 | 2.1 | 8 | 5
CC(C)NC(=O)N(C)C[C@H]1OCCCC[C@H](C)Oc2ccc(N(C)C)cc2C(=O)N([C@H](C)CO)C[C@@H]1C | -4 | 4 | 5[16.7 µM] | 4 | 12 | -6.2 | x | 2
CC(=O)c1ccc(NC(=O)CN2C(=O)COc3ccc(Cl)cc32)cc1 | -13 | 3 | -4 | 1 | -5 | -2.4 | 1 | 4
Cc1ccc(Cl)cc1N1CCN(C(=O)c2cc3c(=O)n(C)c4ccccc4c3n2C)CC1 | -4 | x | -1 | 6 | 2 | -0.6 | -4 | -9
COc1cc(C(=O)NCCC(=O)NCCN2CCOCC2)cc(OC)c1OC | 6 | 8 | -13 | x | -5 | -0.8 | x | 0
Cc1nc(Nc2ccc(Cl)cc2)c2nnn(Cc3ccccc3)c2n1 | 2 | 1 | -8 | 6 | -3 | 0.4 | -4 | x
Cc1ccc(C)c(NC(=S)NC(NC(=O)Cc2ccccc2)C(Cl)(Cl)Cl)c1 (stereo unspecified) | x | 3 | -3 | x | 0 | x | 6 | -4
COc1ccc(C)cc1NC(=O)c1cc(S(=O)(=O)N2CCCCC2)ccc1N1CCOCC1 | 20 | 0 | 10 | 11 | -1 | -1.6 | -9 | 3
CCSc1nnc(NC(=O)C(Cc2ccccc2)n2cccc2)s1 (stereo unspecified) | 1 | -1 | -2 | 3 | 0 | -2.9 | -14 | -2
